Screens deposited in PubChem BioAssay by several laboratories.
APP 5UTR inh – APP translation inhibition; SH-SY5Y APP 5'UTR-luciferase reporter, luminescence; inhibition, % at 2 µM; 190,000 compounds, 0.82% hits; AID 1285;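 active means inhibition above a set limit, derived from the sample mean plus 3 SD, cut at about 45% in these data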; further: values of inactives mirror those of a sister screen read the other way
Diaphorase inh – diaphorase inhibition or chemical oxidation counter-screen | diaphorase resazurin-to-resorufin fluorescence, NADH, 16 min; bacterial (C. kluyveri) enzyme, not human | 190,000 compounds, 0.69% hits | AID 1217 | inhibition, % at 20 µM;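 active means primary screen inhibition at 20 µM above a set limit, cut at about 50% in these data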;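 further: plate controls were DMSO with full reaction for no effect and wells lacking NADH for full effect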
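System: Diaphorase enzyme from Clostridium kluyveri | Amount: Enzyme working solution with 0.14 U/mL diaphorase | Benchmarks: No-NADH positive control and DMSO neutral control | Signal: Fluorescence of resorufin formed from resazurin, Ex 544/Em 590 nm | Schedule: 16-min room-temperature incubation before reading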
STAT1 inh – STAT1 signaling inhibition | AID 920 | inhibition, % at 5.5 µM | NIH 3T3 STAT1-luciferase reporter, IFN-gamma, luminescence | 200,000 compounds, 0.35% hits;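 active means inhibition above a set limit, the mean inhibition across all tested compounds plus 3 SD, cut at about 34% in these data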;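 further: 0% = IFN-gamma with DMSO and 100% = IFN-gamma with 300 µM nifuroxazide; values of inactives mirror those of a sister screen read the other way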
Diaphorase act – diaphorase activation or chemical reduction counter-screen. activation factor at 20 µM. 190,000 compounds, 0.005% hits. Diaphorase/resazurin coupled assay, resorufin fluorescence, 16 min; active compounds read high; 1 = vehicle wells, 0 = NADH-free wells;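 active means diaphorase activity raised at least twofold by the compound at 20 µM; inactive means activation factor below 2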
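Measured by – red resorufin fluorescence at 544/590 nm excitation/emission · Test system – Clostridium kluyveri diaphorase, purified enzyme · Incubation – reaction time 16 min, room temperature · Buffer or medium – 50 mM HEPES pH 7.4 with 4.542 mM MgCl2, 0.005% Tween 20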
Hsp70 act – Hsp70 transcriptional activation, primary screen | HeLa Hsp70 promoter luciferase reporter, luminescence; scaled: vehicle 0, proteasome-inhibitor control 100% | activation, % at 10 µM | 200,000 compounds, 0.04% hits | AID 1203;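 active means activation above the mean across all tested compounds plus 3 SD, cutoff set per campaign, cut at about 5.5% in these data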;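 further: 100% = MG132 at 30 µM as the positive control and 0% = DMSO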
STAT3 blocker – STAT3 signaling inhibition; AID 862; U3A cells, IL-6 STAT3-luciferase reporter, luminescence; host cell line lacks STAT1; 190,000 compounds, 0.89% hits; inhibition, % at 5.5 µM;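 active means inhibition above the mean inhibition across all screened compounds plus 3 SD, cut at about 44% in these data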;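 further: 0% = DMSO only wells and 100% = 100 µM nifuroxazide control wells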
TLR4-MyD88 BLA – TLR4-MyD88 interaction inhibition in cells | O00206+Q99836 | HeLa CL3-4 TLR4/MyD88 BLA complementation, FRET ratio | inhibition, % at 8.4 µM | 200,000 compounds, 0.18% hits; in the data active means inhibition above about 25%;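 further: 0% = vehicle and 100% = reference inhibitor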
Target sequence (O00206 whole entry, looked up): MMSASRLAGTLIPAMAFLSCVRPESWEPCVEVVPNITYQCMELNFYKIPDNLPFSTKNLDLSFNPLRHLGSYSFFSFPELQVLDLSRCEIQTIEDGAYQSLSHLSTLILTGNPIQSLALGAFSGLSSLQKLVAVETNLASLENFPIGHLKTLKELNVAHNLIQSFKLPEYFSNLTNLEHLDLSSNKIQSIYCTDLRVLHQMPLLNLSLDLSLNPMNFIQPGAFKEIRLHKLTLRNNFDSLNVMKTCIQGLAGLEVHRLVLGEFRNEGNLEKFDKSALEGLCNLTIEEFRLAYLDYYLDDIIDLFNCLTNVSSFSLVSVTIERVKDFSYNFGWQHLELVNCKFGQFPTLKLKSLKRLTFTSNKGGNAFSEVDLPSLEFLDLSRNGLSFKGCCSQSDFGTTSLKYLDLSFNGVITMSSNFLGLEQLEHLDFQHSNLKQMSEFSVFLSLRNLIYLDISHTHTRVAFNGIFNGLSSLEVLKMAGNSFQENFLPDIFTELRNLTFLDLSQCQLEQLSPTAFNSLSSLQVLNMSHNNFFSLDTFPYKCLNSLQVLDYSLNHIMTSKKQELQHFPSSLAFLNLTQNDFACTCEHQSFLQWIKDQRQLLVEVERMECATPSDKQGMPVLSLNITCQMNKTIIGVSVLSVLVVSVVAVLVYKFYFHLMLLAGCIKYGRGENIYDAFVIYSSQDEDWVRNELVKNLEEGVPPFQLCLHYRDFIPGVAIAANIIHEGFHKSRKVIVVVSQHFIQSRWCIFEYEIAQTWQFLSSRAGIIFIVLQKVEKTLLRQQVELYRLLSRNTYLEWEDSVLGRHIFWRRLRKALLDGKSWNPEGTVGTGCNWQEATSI
Target sequence (Q99836 whole entry, looked up): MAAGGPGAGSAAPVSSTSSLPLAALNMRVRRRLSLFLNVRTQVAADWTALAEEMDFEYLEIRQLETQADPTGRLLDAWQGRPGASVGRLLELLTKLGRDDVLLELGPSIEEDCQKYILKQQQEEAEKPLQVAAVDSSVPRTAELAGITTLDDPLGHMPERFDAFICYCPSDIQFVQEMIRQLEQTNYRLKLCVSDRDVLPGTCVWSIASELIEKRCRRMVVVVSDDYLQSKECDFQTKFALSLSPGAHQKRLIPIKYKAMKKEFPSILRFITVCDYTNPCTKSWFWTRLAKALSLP
STAT3 activator – increases IL-6 driven STAT3 reporter signal; U3A cells, IL-6 STAT3-luciferase reporter, luminescence; 100% = signal with IL-6 EC80 alone; activation (% of control), % at 5.6 µM; 190,000 compounds, 0.91% hits;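 active means activation above the screen-wide mean of compound activation plus 3 SD, cut at about 130% in these data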;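 further: 0% = background luminescence of wells with medium and substrate only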
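system = STAT3-luciferase reporter U3A cells | reagent = IL-6 stimulus at 33 ng/mL final | timing = 1 h compound pre-exposure, 6 h IL-6 stimulation, 37 °C | measured by = luminescence | evaluation = % activation versus median of IL-6-stimulated wells | control set = IL-6-only wells as 100% reference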
STAT1 act – activators of IFN-gamma induced STAT1 signaling; AID 932; NIH 3T3 STAT1-luciferase reporter, luminescence; 100% = IFN-gamma alone, no compound; 200,000 compounds, 2.6% hits; activation (% of control), % at 5.5 µM;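 active means activation above the screen-wide mean activation plus 3 SD, cut at about 130% in these data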;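 further: raw ratio to IFN-gamma control signal so 100% means no change and 0% no light; values of inactives mirror those of a sister screen read the other way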
G6PDH CS – inhibits Leuconostoc G6PDH, flagging false hits in G6PDH-based assays | Purified L. mesenteroides G6PDH, diaphorase/resazurin coupled fluorescence, 45 min | inhibition, % at 5 µM | 200,000 compounds, 0.12% hits | AID 1020; in the data active means inhibition above about 50%
The depositor's hits bear a star; · = not tested or not shown.

SMILES | APP 5UTR inh | Diaphorase inh | STAT1 inh | Diaphorase act | Hsp70 act | STAT3 blocker | TLR4-MyD88 BLA | STAT3 activator | STAT1 act | G6PDH CS
COc1ccccc1NS(=O)(=O)c1cc(NC(=O)C2CCCC2)ccc1N1CCOCC1 | -4 | 24 | 16 | 0.8 | 0.1 | -7 | -7 | 109 | 85 | 0
Cc1noc(C)c1COc1ccc(C(=O)OC(C)C(=O)Nc2ccc(N3CCOCC3)cc2)cc1 (configuration not stated) | 9 | 12 | -3 | 0.9 | -0.3 | 4 | -21 | 99 | 103 | 0
Cc1ccc(OCC(=O)N2CCN(C(=O)c3ccncc3)CC2)cc1 | 16 | 3 | -5 | 1 | -0.1 | 10 | -15 | 96 | 103 | 4
CCC/C=C(\CCC)C(NS(=O)(=O)c1ccc(C(F)(F)F)cc1)c1ccccc1 (configuration not stated) | -8 | 26 | 13 | 0.7 | -0.3 | 5 | -3 | 93 | 88 | 12
Fc1ccc(-c2nc3c(Cl)cc(C(F)(F)F)cn3c2Cl)cc1 | 2 | 4 | -11 | 1 | -0.2 | -36 | -19 | 134* | 110 | 1
CCOc1ncccc1C(=O)OCC(=O)c1ccc[nH]1 | 0 | 9 | -2 | 0.9 | -0.1 | 5 | -4 | 100 | 102 | 11
Cc1cc(C(=O)N/N=C/c2cc(Cl)cc([N+](=O)[O-])c2O)c2ccccc2n1 | 27 | 25 | 2 | 0.8 | 0.0 | -8 | 19 | 105 | 98 | 7
O=C(Nc1ccccc1)/C(=C\c1cccs1)NC(=O)c1ccccc1 | 29 | -4 | -7 | 1 | -0.1 | -1 | 11 | 100 | 106 | 13
Cc1ccc(N=Nc2c(C)[nH][nH]c2=O)c(C)c1 | -17 | 18 | -26 | 0.8 | 0.0 | 10 | 4 | 89 | 124 | 15
Cc1nc(SCC(N)=O)[nH]c(=O)c1CCC(C)C | -5 | 7 | -3 | 0.9 | -0.4 | -4 | 4 | 104 | 102 | -1
c1ccc(Cc2noc(CN3CCN(CCOc4ccccc4)CC3)n2)cc1 | -8 | 0 | -9 | 1 | -0.2 | 1 | -6 | 104 | 107 | 3
CCN(C(=O)C1CCCCC1)c1nnc(-c2cccnc2)s1 | -5 | 6 | 3 | 0.9 | -0.2 | 0 | -3 | 100 | 97 | 6
CC(=O)Nc1ccc(S(=O)(=O)C(C#N)c2nc3ccccc3nc2NCCN2CCOCC2)cc1 (configuration not stated) | -2 | -15 | 3 | 1.1 | 0.4 | 1 | 2 | 100 | 98 | 7
O=C(COC(=O)C1(c2cccc(F)c2)CCCC1)NCc1ccc2c(c1)OCO2 | -16 | 14 | -8 | 0.9 | -0.5 | -8 | 2 | 110 | 107 | -2
O[C@@H](CNC[C@H](O)c1ccccc1)c1ccccc1 | 0 | 4 | 0 | 1 | -0.1 | 5 | 20 | 99 | 100 | 10
COc1ccccc1NC(=O)CC1S/C(=N/N=C2\CCCc3ccccc32)NC1=O (configuration not stated) | 12 | 21 | -6 | 0.8 | -0.4 | 23 | -3 | 84 | 104 | -8
O=C(COc1ccc(Cl)cc1Cl)NCCCN1CCOCC1 | 5 | 21 | 1 | 0.8 | -0.1 | 9 | 2 | 96 | 99 | 15
Cc1cc(C)c(C)c(S(=O)(=O)N2CCC(C(=O)OCC(=O)N3c4ccccc4NC(=O)C3(C)C)CC2)c1C | 3 | 27 | 3 | 0.7 | -0.4 | 0 | -5 | 100 | 98 | 11
CCn1c(SCC(=O)Nc2sc3c(c2C#N)CCCC3)nnc1-c1ccco1 | 10 | 0 | 4 | 1 | -0.1 | 3 | 1 | 99 | 96 | 2
C=CCc1cc(C=O)cc(OC)c1OCc1c(Cl)cccc1Cl | 15 | 6 | 0 | 0.9 | -0.2 | 13 | -1 | 99 | 100 | 2
Cc1ccccc1-c1nc(SCc2cccnc2)c2c(=O)n(C)c(=O)n(C)c2n1 | 6 | 9 | 1 | 0.9 | 0.1 | 0 | 13 | 105 | 101 | 2
CC(C)C[C@H](NC(=O)OC(C)(C)C)C(=O)N/N=C/c1ccc2nccnc2c1 | 6 | 8 | -1 | 0.9 | -0.3 | -7 | 7 | 109 | 101 | 11
CCOC(=O)c1c(C)[nH]c(C)c1C(=O)CSc1nncs1 | -11 | 12 | 1 | 0.9 | -0.3 | 9 | 1 | 97 | 99 | 8
O=C(CCn1c(=O)oc2ccccc21)N1CCN(C(c2ccccc2)c2ccccc2)CC1 | 2 | -3 | 4 | 1 | -0.1 | 2 | 8 | 102 | 96 | 7
Cc1ccc(-c2nnn(CC(=O)N3CCC(C)CC3)n2)o1 | 13 | 16 | -2 | 0.8 | 0.2 | 6 | -3 | 93 | 102 | -2
COc1ccc(Cn2c(=O)[nH]c3cc(C(=O)NC4CCCC4)ccc3c2=O)cc1 | -7 | -4 | -1 | 1 | 0.3 | 20 | 1 | 85 | 100 | 18
Cc1ccc(NC(=O)C2C3CCCC2C3c2ccccc2)cc1C (configuration not stated) | 0 | 8 | -6 | 0.9 | -0.3 | 6 | -4 | 100 | 106 | 3
COc1ccc2c(=O)c(-c3ccccc3)coc2c1 | -158 | 5 | -34 | 0.9 | -0.2 | 31 | -13 | 76 | 130* | 1
COc1ccc(CC(=O)Nc2ccc3c(c2)CCC3)cc1S(=O)(=O)N1CCOCC1 | -4 | 14 | 7 | 0.9 | -0.2 | 10 | 7 | 99 | 94 | 2
O=C(Nc1ccccn1)C1(c2cccs2)CCOCC1 | 11 | -3 | 7 | 1 | -0.4 | 8 | 12 | 94 | 94 | 6
Cc1cccc(C)c1C(=NCCCN(C)C)c1ccccc1 | -19 | 10 | 3 | 0.9 | -0.6 | -4 | 4 | 101 | 98 | 12
C=CCNC(=S)N(Cc1ccccc1)Cc1ccccc1 | -18 | 16 | 10 | 0.8 | 0.1 | 12 | 8 | 95 | 90 | -2
O=C(CS(=O)(=O)c1ccccc1)Nc1ccccn1 | 20 | 12 | -6 | 0.9 | -0.1 | 4 | 0 | 103 | 104 | 3
O=C(Cc1cn2ccsc2n1)OCc1nc2ccccc2s1 | 12 | 13 | 1 | 0.9 | -0.1 | -7 | -2 | 110 | 99 | 14
O=C(CSc1nnc(Cn2nnc3ccccc32)o1)N(Cc1ccc(F)cc1)c1ccccc1 | 4 | 31 | 20 | 0.7 | 0.0 | 76* | -1 | 37 | 82 | 7
O=C(NCCc1ccccc1)N1c2ccccc2Sc2ccccc21 | 6 | 27 | 8 | 0.7 | -0.2 | -4 | -2 | 111 | 93 | 3
O=C(NCC(=O)N(Cc1ccccc1)C(C(=O)NC1CCCC1)c1ccco1)c1ccco1 (configuration not stated) | 1 | 16 | -3 | 0.8 | -0.4 | 3 | -3 | 102 | 103 | 4
COc1ccc(C(=O)Nc2cc(C(C)=O)c(/C=C/N(C)C)oc2=O)cc1 | -16 | 13 | -1 | 0.9 | -0.2 | 3 | -8 | 102 | 101 | 3
S=C1NC(c2ccccc2)=NCN1c1ccc(Br)cc1 | -20 | 11 | -6 | 0.9 | -0.3 | 21 | -6 | 87 | 106 | -7
O=C(O)CCn1cc(/C=C2/NC(=S)N(c3ccccc3)C2=O)c(-c2ccccc2)n1 | 1 | 32 | 1 | 0.7 | 0.0 | 3 | 8 | 96 | 99 | 10

Look-ups from the results shown.
Value of COc1ccc(Cn2c(=O)[nH]c3cc(C(=O)NC4CCCC4)ccc3c2=O)cc1 under G6PDH CS: 18
Value of CCN(C(=O)C1CCCCC1)c1nnc(-c2cccnc2)s1 under Hsp70 act: -0.2
Value of c1ccc(Cc2noc(CN3CCN(CCOc4ccccc4)CC3)n2)cc1 under Diaphorase act: 1
Value of CCn1c(SCC(=O)Nc2sc3c(c2C#N)CCCC3)nnc1-c1ccco1 under STAT3 blocker: 3

(cont.)
SMILES | APP 5UTR inh | Diaphorase inh | STAT1 inh | Diaphorase act | Hsp70 act | STAT3 blocker | TLR4-MyD88 BLA | STAT3 activator | STAT1 act | G6PDH CS
COc1ccc(C(=O)Nn2cnc3ccccc3c2=O)c(OC)c1 | -26 | 2 | -45 | 1 | 0.5 | -4 | 5 | 108 | 141* | 7
O=C(OCCN1CCCCC1)c1ccc(Cl)cc1 | · | 6 | -8 | 0.9 | -0.6 | 4 | -6 | 102 | 107 | 5
Cc1sc2nc(C)n(/N=C/c3ccc(O)cc3O)c(=O)c2c1C | -1 | 11 | 14 | 0.9 | -0.5 | 18 | -12 | 86 | 86 | 7
Cc1coc(=N)n1CC(=O)c1ccc(Cl)cc1 | 2 | -8 | -1 | 1.1 | -0.4 | 11 | -2 | 94 | 99 | -1
COC(=O)CN1C(=S)N(c2ccc(OC)cc2)C(=O)/C1=C/c1cccs1 | -17 | 22 | 7 | 0.8 | -0.2 | 2 | -1 | 96 | 94 | 7
CS(=O)(=O)N(CC(=O)N1CCCCCC1)c1ccc(Br)cc1 | -13 | 8 | 2 | 0.9 | 0.1 | 0 | -10 | 103 | 99 | -3
Cc1ccc(-c2nn(C)c(=O)c3ccccc23)cc1S(=O)(=O)N1CCOCC1 | -12 | 11 | 4 | 0.9 | -0.1 | -6 | 5 | 108 | 96 | 3
C=CCc1c(C)nc(N)[nH]c1=O | 22 | 1 | 2 | 1 | -0.1 | -1 | -3 | 104 | 98 | 10
CC(C)(C)NC(=O)CN(C(=O)CN1C(=O)C(=O)c2ccccc21)C(C)(C)C | -6 | 7 | 5 | 0.9 | -0.2 | 5 | -15 | 101 | 93 | 6
COc1ccc(C(=O)NCC(O)COc2ccc(C(C)(C)C)cc2)cc1[N+](=O)[O-] (configuration not stated) | -18 | 14 | 1 | 0.9 | -0.7 | -9 | -11 | 105 | 99 | 8
COc1ccc(C2CC(c3ccccc3)=NN2C(=O)CN2CCN(Cc3ccccc3)CC2)cc1 (configuration not stated) | -1 | 4 | -3 | 1 | -0.2 | 8 | 18 | 100 | 102 | 2
Cc1nn(Cc2ccccc2)c(Cl)c1/C=C/C(=O)OCC(=O)NC(C)C(C)C (configuration not stated) | -24 | 3 | 5 | 1 | -0.1 | 6 | 4 | 99 | 97 | 3
CCOc1cc(C(=O)N2CCCC2)cc(OCC)c1OCC | 5 | 10 | 8 | 0.9 | -0.6 | 4 | 4 | 100 | 94 | 13

Profiles, looked up by structure.
`COc1ccc(C(=O)NCC(O)COc2ccc(C(C)(C)C)cc2)cc1[N+](=O)[O-]` (configuration not stated) across the screens: APP 5UTR inh: -18; Diaphorase inh: 14; STAT1 inh: 1; Diaphorase act: 0.9; Hsp70 act: -0.7; STAT3 blocker: -9; TLR4-MyD88 BLA: -11; STAT3 activator: 105; STAT1 act: 99; G6PDH CS: 8
`COc1ccc(C2CC(c3ccccc3)=NN2C(=O)CN2CCN(Cc3ccccc3)CC2)cc1` (configuration not stated) across the screens: APP 5UTR inh: -1; Diaphorase inh: 4; STAT1 inh: -3; Diaphorase act: 1; Hsp70 act: -0.2; STAT3 blocker: 8; TLR4-MyD88 BLA: 18; STAT3 activator: 100; STAT1 act: 102; G6PDH CS: 2
